From PubChem
HTR5A inv ag = inverse agonist of human HTR5A in OPRM1-OPRD1 counter-screen. P47898. HTR5A cell line, luminescence, inverse agonism. inhibition, % at 9.3 µM. hit rate 0.083% among 340,000. AID 504634; in the data active means inhibition mostly above about 23%, no sharp cut-off; inactive means mostly below about 18%;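 further: 0% = cells with DMSO and 100% = no-cell wells with DMSO; some compounds called inactive have numbers as strong as hits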
OPRM1-OPRD1 inv = inverse agonists of human mu-delta opioid receptor heterodimerization. P35372+P41143. cell-based MOR-DOR heterodimer luminescence, inverse agonism. inhibition, % at 9.3 µM. hit rate 0.21% among 340,000. AID 504357; in the data active means inhibition above about 22%, passing the limit was not always enough;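 further: 0% = cells with DMSO and 100% = wells without cells with DMSO; values of inactives mirror those of a sister screen read the other way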
HTR5A ag ctr = HTR5A agonism, opioid heterodimer counter-screen; P47898; HTR5A agonist assay, luminescence, cell-based; activation, % at 9.3 µM; hit rate 0.61% among 340,000; in the data active means activation mostly above about 9.5%, no sharp cut-off; inactive means mostly below about 7.6%;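 further: 0% = cells with vehicle only and 100% = reference agonist; strong numbers were not always called active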
PKA-R2B activ = PKA-R2B complex activation | P22694+P31323 | PKA-R2B holoenzyme dissociation, Cy5-IP20 fluorescence polarization; R2B truncated from residue 108, S112A mutant; 0% DMSO only, 100% 113 µM cGMP | activation, % at 11.4 µM | hit rate 0.079% among 340,000;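 active means activation above a cutoff set at the mean over all compounds plus 3 SD, cut at about 18% in these data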;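 further: higher means more holoenzyme dissociation and a rise in polarization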
PKA-R1A activ = PKA-R1A complex activation; P00514+P68181; PKA-R1A dissociation, Cy5-IP20 fluorescence polarization; scaled: DMSO 0%, 113 µM cGMP 100%; activation, % at 11.4 µM; hit rate 0.083% among 340,000; AID 504707;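 active means percent activation above the mean of all tested compounds plus 3 SD, cut at about 19% in these data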;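 further: higher means more PKAc released from R1A so a rise in polarization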
DAGLB inh = diacylglycerol lipase beta (human) inhibition | Q8NCG7 | HEK293T DAGLB membrane lysate, EnzChek fluorogenic substrate | inhibition, % at 5.17 µM | hit rate 0.059% among 340,000 | AID 504411; in the data active means inhibition above about 34%;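 further: 0% = enzyme with vehicle and 100% = wells lacking enzyme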
V-ATPase pH = yeast V-ATPase proton transport regulation by pHLuorin. S. cerevisiae, pHLuorin cytosolic pH fluorescence. response, % at 10 µM. hit rate 0.37% among 350,000. AID 504577; in the data active means response mostly above about 7.3%, no sharp cut-off; inactive means mostly below about 5.4%; further: actives read high; inactives centre near 0; some compounds called inactive have numbers as strong as hits; reference of the scale not given here
Pemphigus Ab inh = human desmoglein-3 autoantibody binding inhibition | DSG3-coupled beads, scFv-anti-DSG3-GFP binding, flow cytometry; active compounds read low | binding (percent of control), % at 10 µM | hit rate 0.48% among 310,000 | AID 588358;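 active means binding more than 3 SD below its plate's average and above zero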;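 further: hits lower antibody fragment binding to DSG3; some compounds called inactive have numbers as strong as hits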
Target sequence (P32926 whole entry, looked up, the tested form may be a part): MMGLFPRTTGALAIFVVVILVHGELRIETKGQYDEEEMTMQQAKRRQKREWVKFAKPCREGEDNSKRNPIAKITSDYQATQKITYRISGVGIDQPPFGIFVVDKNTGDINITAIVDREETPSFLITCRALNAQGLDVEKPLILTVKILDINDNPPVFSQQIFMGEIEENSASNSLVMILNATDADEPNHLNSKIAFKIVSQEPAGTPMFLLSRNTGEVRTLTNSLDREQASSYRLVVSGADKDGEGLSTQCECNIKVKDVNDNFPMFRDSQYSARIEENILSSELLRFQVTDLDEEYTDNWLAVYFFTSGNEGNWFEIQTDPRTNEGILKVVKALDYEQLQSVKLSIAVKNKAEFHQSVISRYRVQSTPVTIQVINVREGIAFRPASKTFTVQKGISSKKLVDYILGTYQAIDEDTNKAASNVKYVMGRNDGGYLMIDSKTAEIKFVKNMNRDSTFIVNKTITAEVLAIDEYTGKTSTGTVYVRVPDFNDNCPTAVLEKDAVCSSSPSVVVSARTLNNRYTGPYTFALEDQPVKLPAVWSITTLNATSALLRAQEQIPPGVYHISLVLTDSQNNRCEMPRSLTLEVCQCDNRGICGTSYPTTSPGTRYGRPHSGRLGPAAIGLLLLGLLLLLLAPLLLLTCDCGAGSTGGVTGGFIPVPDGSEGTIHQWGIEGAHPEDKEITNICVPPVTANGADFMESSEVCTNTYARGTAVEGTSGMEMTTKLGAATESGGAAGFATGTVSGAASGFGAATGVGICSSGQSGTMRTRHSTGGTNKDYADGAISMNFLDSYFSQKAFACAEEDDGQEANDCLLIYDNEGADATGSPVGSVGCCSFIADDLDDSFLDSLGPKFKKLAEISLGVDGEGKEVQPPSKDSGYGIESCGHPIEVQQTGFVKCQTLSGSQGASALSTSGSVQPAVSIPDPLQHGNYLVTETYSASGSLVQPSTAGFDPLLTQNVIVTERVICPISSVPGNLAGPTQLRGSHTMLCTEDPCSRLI
OPRM1-OPRD1 ag = agonists of human mu-delta opioid receptor heterodimerization; cells, OPRM1-OPRD1 heterodimerization, luminescence; AID 504326; activation, % at 9.3 µM; hit rate 0.3% among 340,000; P35372+P41143; in the data active means activation above about 18%;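 further: 0% = vehicle-treated cells and 100% = reference agonist; values of inactives mirror those of a sister screen read the other way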
Arrestin-AP2 inh = blocks beta-arrestin peptide binding to AP2 adaptin; AID 504490; FITC-arrestin peptide / GST-AP2 beads, flow cytometry; AP2 beta2 appendage carries R879A mutation; inhibition, % at 10 µM; hit rate 0.31% among 340,000;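 active means inhibition above a set limit, near 3 SD of compounds lacking own fluorescence, cut at about 54% in these data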;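 further: plate controls were DMSO wells for no effect and 5 µM unlabelled arrestin peptide for full effect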
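Assay system: GST-AP2 R879A bound to glutathione beads, E. coli-expressed; Medium: PBS with 0.05% Tween 20 and 0.1% BSA; Also added: fluorescein-tagged arrestin peptide at 50 nM final; Timing: 12 min plus 1 h, RT; Measured by: flow cytometry, FL1 (488/535 nm); Evaluation: percent drop in bead-associated FITC signal.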
Starred values were filed as active, the others as inactive; nt = no result given.

SMILES	HTR5A inv ag	OPRM1-OPRD1 inv	HTR5A ag ctr	PKA-R2B activ	PKA-R1A activ	DAGLB inh	V-ATPase pH	Pemphigus Ab inh	OPRM1-OPRD1 ag	Arrestin-AP2 inh
COc1ccc(NS(=O)(=O)c2ccc(S(=O)(=O)N3CCCC3)cc2)cc1	-7	13	5	-7	-4	3	-1	105	-2.2	16
COc1cc2c(cc1OC)C1=C(C#N)COCN1CC2	-10	0	5	-11	2	-1	18	nt	-0.1	-2
Cc1cnc(NC(=O)c2c(Cl)cnn2C)s1	-12	18	5	0	-9	0	-1	107	-4.4	-3
O=C(Nc1nc2ccccc2n1Cc1ccccc1)c1ccc(COc2ccccc2[N+](=O)[O-])o1	-23	8	1	-6	-4	-4	-4	94	-1.7	32
COc1ccc(C(=O)NNC2=Nc3cccc4cccc2c34)cc1	-11	-40	4	3	1	2	0	101	8.6	15
CCC1CCCCN1CCCNC(=O)CN1C(=O)c2cccnc2Oc2ccc(C)cc21 (stereo unspecified)	7	3	6	-1	-11	2	7	nt	-0.5	-9
CCc1cc(-c2n[nH]c(C)c2-c2nc3ccccc3n2C)c(O)c(CN2CCN(C)CC2)c1O	-2	0	-4	-4	-1	5	0	103	0.1	-2
C=CCN(CC(=O)O)S(=O)(=O)c1ccccc1C(F)(F)F	45	13	-3	-10	-4	-1	-4	93	-2.7	4
O=C(Oc1ccc(NC2=NS(=O)(=O)c3ccccc32)cc1)c1cccnc1	7	18	-3	6	-5	-1	0	72	-3.6	6
CCOc1ccc(NC(=O)CSc2nc3[nH]ncc3c(=O)[nH]2)cc1	8	8	-3	-4	-10	-4	2	93	-1.2	26
CCC(=O)Nc1ccc(C(=O)OCC(=O)c2ccc(C)c([N+](=O)[O-])c2)cc1	-11	14	-2	-7	1	-2	-3	nt	-2.7	17
CC(=O)Nc1nnc([N+](=O)[O-])s1	nt	nt	nt	-2	7	-4	0	104	nt	nt
Cc1nc2ncnn2c(N2CCN(C(c3ccccc3)c3ccccc3)CC2)c1C	-4	8	-2	5	-2	1	3	100	-1.5	-8
Cc1ccc(Cn2cnc3ccccc32)cc1C	3	-1	-1	-9	0	-3	0	110	0.2	11
N#Cc1ccc(CSc2nnc(NC(=O)C3CCCO3)s2)cc1 (stereo unspecified)	-10	-4	-2	1	-2	2	0	111	0.8	0
CC(C)N(C(=O)[C@H]1CC(CC(=O)NCc2cccc(C(F)(F)F)c2)C(=O)N2CCc3c([nH]c4ccccc34)[C@]12C)C(C)C (stereo partly specified)	9	-28	-2	-8	-7	3	-2	100	5.9	-5
O=c1nc(Nc2ccc(Br)cc2)sc2ccc([N+](=O)[O-])cc12	10	4	-3	2	0	21	7	91	-0.8	-2
CC(C)NCCOCCOc1ccc(Cl)cc1Br	1	8	2	1	0	-1	11	83	-1.5	-4
C[C@@H]1NC(=O)c2cc([N+](=O)[O-])cc(I)c2NCC[C@@H](C(N)=O)NC(=O)[C@H](CC(N)=O)NC1=O	-13	-1	3	7	13	-1	-1	98	0.1	nt
Cc1cc(C(=O)OCC(=O)NCc2ccccc2)c(C)o1	-15	10	0	7	-14	1	-3	129	-1.9	16
O=c1c2c([nH]c3ccccc13)C(=C1CCCC1)CC2	-35	-9	-3	5	-13	6	6	93	1.6	7
Cc1ccc(-n2c(=O)[nH]c3c(oc4ccccc43)c2=O)cc1	-34	17	11	-10	-10	2	-1	104	-3.1	-11
CC(=O)c1cc(C#N)c(NCc2cc(-c3ccccc3)no2)nc1C	-8	6	3	7	-2	-1	1	96	-1.1	50
C1CCN=C(Nc2nc3c(s2)CCCC3)CC1	23	-5	5	-6	8	0	0	102	0.9	-10
CC1CN(C)CCC1OC(=O)c1ccccc1 (stereo unspecified)	1	4	0	1	2	-3	2	111	-0.7	26
COC(=O)c1cccc(S(=O)(=O)N2CCC(NC(=O)NC34CC5CC(CC(C5)C3)C4)CC2)c1	23	5	0	-15	-11	-2	1	nt	-1.0	-4
CCOc1ccc(S(=O)(=O)Nc2ccccc2C(=O)NCc2ccco2)cc1	16	22	-6	-8	-9	-3	-2	103	-4.1	-7
CN(C)/C=N/c1nc2nccc(-c3cccs3)n2n1	-3	7	1	-4	-7	0	4	100	-1.2	2
Cn1c(N)c(C(=O)COC(=O)c2cc(S(=O)(=O)N3CCCCC3)ccc2Cl)c(=O)n(C)c1=O	2	-1	-1	-5	-2	0	-4	91	0.2	3
CCCCC1=CC2=CC(=O)C(C)(OC(=O)CC)C(=O)C2=CN1Cc1ccco1 (stereo unspecified)	-3	-8	1	-10	5	5	0	103	1.4	14
O=C(CCN1C(=O)COc2ccccc21)N1CCCCC1	-36	10	3	-4	-11	1	-3	98	-2.0	26
COc1ccc(OC)c(Nc2nc(-c3c(C)nc4ncccn34)cs2)c1	-19	11	5	5	5	2	-1	86	-2.0	9
CCC(=NNC(=O)c1ccc2c(c1)nc(C)n2CC)c1cc(F)ccc1O	-71	15	18*	0	-1	4	1	84	-3.5	8
Cc1[nH]nc2c1C(c1ccc(-c3ccccc3C#N)o1)C(C#N)=C(N)O2 (stereo unspecified)	16	5	-1	-9	-8	1	1	86	-0.8	-6
CCc1cccc2c1NC1(CCCC1)CC2C (stereo unspecified)	1	-6	0	3	-2	2	-2	97	1.1	10
CCOC(=O)CC(=O)Nc1nnc(C(C)C)s1	-8	5	3	9	1	-1	2	nt	-0.8	-7
CCc1nc2ccc(C(=O)N(C)CC(=O)Nc3ccc(Cl)c(C(F)(F)F)c3)cc2nc1CC	-13	-57	5	-5	-10	-2	-2	99	8.5	-4
COc1cccc(NC(=O)C2CCN(Cc3cnn(-c4ccccc4)c3-n3cccc3)CC2)c1	-11	-4	-3	0	-10	-2	-3	109	0.8	6
Cc1cc(NC(=O)c2cc3ccccc3o2)no1	13	12	-3	0	-18	6	7	100	-2.3	15
COc1cccc(CNC(=O)COC(=O)c2c(NC(C)=O)sc(C)c2C)c1	8	3	-2	0	1	0	-3	95	-0.6	6
CC(C)Cn1c(N)c(C(=O)CSc2nncs2)c(=O)n(C)c1=O	8	7	-3	-3	-5	1	0	99	-1.7	8
CCCn1c(NC(=O)c2ccccc2)nc2ccccc21	-2	0	-1	-2	-8	-4	2	95	-0.1	4
COc1cccc(N(C(=O)CNC(=O)c2ccco2)C(C(=O)NC2CCCC2)c2ccco2)c1 (stereo unspecified)	-7	16	2	-3	-4	0	5	109	-3.1	4
Cc1ccc(-n2nc(C(=O)O)cc2-c2ccc(Cl)cc2)cc1	1	6	0	-8	-6	7	-7	98	-1.1	-9
CCOC(=O)c1c(NC(=O)CCC(=O)O)sc2c1CC(C)(C)OC2	10	5	-1	2	5	1	0	99	-1.0	-7
CS(=O)(=O)Nc1ccc(C(=O)N2CCCCC2)cc1	5	-8	4	12	12	-5	-8	85	1.5	1
O=C(N/N=C/c1cccnc1)c1ccccc1Cl	11	14	-3	-2	-8	-4	0	102	-2.8	24
CCC(=O)N1CCc2cc(S(=O)(=O)NC(C(=O)N3CCN(c4ccc(F)cc4)CC3)C(C)C)ccc21 (stereo unspecified)	-10	4	2	-2	-11	0	1	97	-0.7	3
O=C(N/C(=C\c1ccc2c(c1)OCO2)C(=O)N1CCOCC1)c1cccs1	-21	7	2	-12	2	-5	-1	106	-1.4	31
Cn1c(SCC(=O)NC2CC2)nnc1-c1cccs1	-1	1	2	2	4	-2	-1	99	-0.2	19
Cn1c(O)c(N=NC(=O)c2ccco2)c2ccccc21	18	9	6	-8	-1	0	2	114	-2.0	-5
CCn1cc(/C=N/NC(=O)c2cc3c(ccc4ccccc43)o2)c2ccccc21	-28	-17	-1	9	4	-3	3	95	2.8	nt
Cc1ccc(NC(=O)CCN2CCC(Cc3ccccc3)CC2)cc1	-8	-8	2	-4	5	-3	-1	112	1.6	-2
O=C(NCc1ccc(C(F)(F)F)cc1)C1CC(c2ccccc2C(F)(F)F)=NO1 (stereo unspecified)	-20	9	1	-9	0	-1	8	100	-1.7	-11
O=C(CCC(=O)N1CCN(c2ccc(Cl)c(Cl)c2)CC1)c1ccccc1	-22	-23	-5	-9	-4	-1	-1	nt	4.5	-5
C=CCn1c(COc2ccc(F)cc2)nnc1SCC(=O)c1c[nH]c2c(CC)cccc12	11	4	1	-4	-10	-3	-3	82	-0.8	7
CN(C)c1ccc(N=c2sc3ccccc3n2C)cc1	-11	-27	4	2	-13	-15	-3	102	4.7	63*
COc1ccccc1CNC(=O)COC(=O)Cc1c(F)cccc1Cl	-4	9	2	-5	-5	-6	1	102	-1.5	22
COc1ccccc1CCc1nnc(CCC(=O)N(C)Cc2cccc3cnccc23)o1	-5	-5	2	2	-11	-5	4	85	0.7	15
Cc1cc(C)n(CC(C)O)c(=O)c1C#N (stereo unspecified)	5	14	2	-5	-14	-3	5	98	-2.5	-5

Next section.
SMILES	HTR5A inv ag	OPRM1-OPRD1 inv	HTR5A ag ctr	PKA-R2B activ	PKA-R1A activ	DAGLB inh	V-ATPase pH	Pemphigus Ab inh	OPRM1-OPRD1 ag	Arrestin-AP2 inh
CC(C)(C)NC(=O)NC(=O)CN1CCN(S(=O)(=O)c2ccccc2)CC1	-8	9	3	-9	-2	3	1	100	-1.8	6
C[C@@H](NC(=O)[C@@H]1Cc2ccccc2CN1C(=O)OC(C)(C)C)C(=O)NC1CCCCC1	1	7	4	-12	-13	1	-1	92	-1.4	1
CSc1ccccc1C(=O)N1CCCC(CNC(=O)c2ccc(F)cc2)C1 (stereo unspecified)	-1	16	4	1	7	0	0	105	-3.1	-2
COc1ccc(/C=C/C(=O)c2c(C)nc3ccccn23)cc1	1	1	0	-4	-8	-1	-3	nt	-0.2	-7
COc1ccc(CNS(=O)(=O)c2cn(C)c(=O)n(C)c2=O)cc1	7	16	-3	-1	-6	-1	-1	101	-3.0	29
CN1/C(=C\C=C(/C#N)C(=O)Nc2ccccc2F)C(C)(C)c2ccccc21	-1	16	0	-1	-8	-13	0	135	-3.3	11
CCOc1ccc(C2=C/C(=C/c3cccnc3)C(=O)O2)cc1	14	25	0	-5	-4	-10	0	102	-4.7	-7
COC(=O)c1sccc1NC(=O)CSc1cc(Cl)ccc1Cl	19	4	-8	-6	-1	-13	4	nt	-1.0	3
CC(=O)Nc1c(O)nc(SCC(=O)N2CCCCC2)[nH]c1=O	-13	6	5	2	3	-8	0	106	-1.6	-2
CNC(=O)c1cc(C)c(-c2ccccc2)s1	-49	6	1	3	9	-7	-4	105	-1.1	4
